DT40 TDP1 CPT – growth inhibition of DT40 Tdp1-/-;hTDP1 cells with camptothecin (screen for TDP1 inhibitors); chicken DT40 Tdp1-/-;hTDP1 cells + 20 nM CPT, ATP luminescence, 48 h; Potency, µM (highest dose often 46.2 µM), inactives show top-dose activity change, negative = growth inhibition, usual class: inhibitors; 420,000 tested, 12% active; note: nearly all actives have a fitted effect of over 55% in size
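Cell growth measured by CellTiter-Glo luminescence after a minimum 48 h, 37 C compound exposure with 20 nM CPT in Tdp1-knockout DT40 cells stably expressing hTDP1, seeded 400/well; qHTS titration format.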
TDP1 cell noCPT – qHTS for Inhibitors of human tyrosyl-DNA phosphodiesterase 1 (TDP1): qHTS in cells in absence of CPT; DT40 Tdp1-/- hTDP1 cells, no CPT, ATP luminescence, 48 h; Potency, µM (titrated, usually from 46.2 µM), without a hit: at the highest dose activity change, negative = growth inhibition, most hits filed as inhibitors; 420,000 tested, 15% active; note: nearly all actives have a fitted effect of over 55% in size
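Cells were dispensed at 400 per well, compounds added by pin tool, plates incubated ≥48 hr at 37 °C, then CellTiter-Glo added for 30 min at room temperature before luminescence reading. Line: DT40 Tdp1-/- complemented with hTDP1; camptothecin omitted.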
GCN5L2 inh – GCN5L2 (KAT2A) acetyltransferase inhibition | Q92830 | GCN5L2 HAT assay, ThioGlo1 CoA-SH fluorescence | Potency, µM (titrated, usually from 58.9 µM), for inactives: at the top dose activity change, negative = inhibition, hits mostly inhibitors | 390,000 tested, 0.21% active | AID 504327
Target sequence (Q92830 whole entry, looked up): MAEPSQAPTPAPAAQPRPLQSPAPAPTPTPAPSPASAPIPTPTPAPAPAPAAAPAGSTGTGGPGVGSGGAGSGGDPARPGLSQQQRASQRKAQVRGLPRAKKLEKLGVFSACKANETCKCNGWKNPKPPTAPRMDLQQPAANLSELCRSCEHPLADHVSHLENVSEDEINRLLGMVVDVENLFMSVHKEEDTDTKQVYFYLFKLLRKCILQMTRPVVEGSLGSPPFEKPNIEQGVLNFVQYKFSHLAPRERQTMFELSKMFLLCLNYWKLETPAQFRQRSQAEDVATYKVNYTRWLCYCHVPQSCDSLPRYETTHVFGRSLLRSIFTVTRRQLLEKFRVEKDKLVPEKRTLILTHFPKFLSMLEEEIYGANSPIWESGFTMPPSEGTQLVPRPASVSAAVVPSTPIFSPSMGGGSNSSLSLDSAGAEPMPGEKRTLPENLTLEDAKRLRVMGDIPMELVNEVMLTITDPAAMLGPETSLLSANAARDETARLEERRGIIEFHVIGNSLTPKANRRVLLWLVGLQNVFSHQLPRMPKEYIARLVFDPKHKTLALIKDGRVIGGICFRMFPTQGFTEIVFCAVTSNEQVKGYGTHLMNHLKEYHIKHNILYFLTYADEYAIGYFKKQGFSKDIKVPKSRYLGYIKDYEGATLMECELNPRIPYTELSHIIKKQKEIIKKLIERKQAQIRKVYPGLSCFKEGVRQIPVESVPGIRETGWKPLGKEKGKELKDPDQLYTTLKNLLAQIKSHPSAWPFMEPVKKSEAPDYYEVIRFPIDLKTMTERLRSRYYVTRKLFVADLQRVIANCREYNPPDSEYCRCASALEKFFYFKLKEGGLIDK
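Titration-based screen in which CoA formation is detected via maleimide probe ThioGlo1 (50uM) turning fluorescent on thiol reaction; substrates H3(1-25) 75uM and acetyl-CoA 70uM, GCN5L2 20nM, 20 min incubation at room temperature.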
* hit, by the source's call; ? = inconclusive; . = no result given; & = joins results of further samples; [ ] = remark or other dose. Calls come from the whole dose curve; as a rule, active = well fitted curve in the direction sought with a large enough effect; inconclusive = small, poorly fitted or top-dose-only effect, or another doubt; inactive = no such curve, though single readings can be large; an effect the other way counts as inactive or inconclusive. % is set by controls: 0 for no effect and ±100 for the full control effect; potency is the fitted concentration of half-maximal effect.

SMILES	DT40 TDP1 CPT	TDP1 cell noCPT	GCN5L2 inh
O=C(O)CSCC(=O)NCc1ccccc1Cl	8.5%	15.8%	-0.6%
Cc1ccc(NC(=O)Cc2ccccc2Cl)cc1S(=O)(=O)N(C)C	-22.3%	-27.7%	-11.5%
COc1ccc(CNc2ncc(-c3ccc(Cl)cc3)n2C)c(OC)c1OC	?	?	-11.4%
O=S(=O)(Cc1ccccc1)N1CCc2ccccc2C1	-16.1%	0.7%	-2.2%
CSc1ccc(CCNC(=O)Cn2ccc3cc(S(=O)(=O)N4CCCCCC4)ccc32)cc1	14.6µM*	?	-12.4%
COc1cccc(CNS(=O)(=O)c2ccccc2Br)c1OC	?	?	.
CN(Cc1nc2ccccc2c(=O)[nH]1)C(=O)c1ccc(NC(=O)CSc2nnnn2C)cc1	-2.8%	1.1%	-2.8%
CC(=O)Nc1cccc(-c2ccnc3c2CC(C(=O)NCc2ccc(N4CCN(C)CC4)cc2)O3)c1 (centres undefined)	?	?	.
COc1ccc(C(=O)N/C(=C\c2cccc3ccccc23)C(=O)NCCc2c[nH]c3ccccc23)cc1OC	-18.4%	?	-8.6%
COc1cc(C(=O)N(C(C)C)C2CCCCC2)cc(OC)c1OC	11.6µM*	10.3µM*	.
CCCCNC(=S)NCCN1CCN(C(=S)NCCCC)CC1	0.9%	-10.5%	3.2%
CCN(CC)CCn1c(C)nc2c(sc3nc4c(cc32)COC(C)(C)C4)c1=O	-1.7%	-20.7%	-11.7%
CCn1cc(C(=O)OCC(=O)NCc2ccccc2Cl)c(=O)c2ccc(C)nc21	?	?	-0.7%
Cc1cc(C(=O)Nc2ccc(CC(=O)O)cc2)c(C)o1	0.2%	-2.6%	1.2%
Cc1cccc(N2CCN(S(=O)(=O)c3ccc4c(c3)CCCN4C(=O)C3CCC3)CC2)c1C	?	16.4µM*	-5.2%&-17.0%
O=C(c1ccco1)c1cn(CC(=O)N2CCCc3ccccc32)c2ccccc12	?	?	-28.2%
CCCCC(=O)N(C)c1c(CC)nc2c(OCC(=O)N(C)C)cccn12	1.3%	-1.4%	.
Cc1ccc(S(=O)(=O)/N=S(/c2ccccc2)C(C)C)cc1 (centres undefined)	-9.7%	?	-16.7%
O=C(CN1CC(=O)Oc2ccccc21)OCC(=O)c1ccc(Br)cc1	20.6µM*	?	.
Cc1ccc(N2CCn3c2nc2c3c(=O)n(Cc3cccc(Cl)c3)c(=O)n2C)cc1C	?	-20.7%	-8.4%
O=C(CN1C(=O)S/C(=C\c2ccccc2F)C1=O)NCCCn1ccnc1	-17.7%	0.6%	-12.1%
CCc1nc2ccc(C(=O)N3CCN(c4ccc(Cl)cc4)CC3)cc2nc1CC	?	?	-11.0%&-4.3%
CCOC(=O)C1=C(COC(=O)C2CC(=O)N(c3ccc(CC)cc3)C2)NC(=O)NC1C (centres undefined)	3.0%	-3.1%	-4.2%
COc1ccccc1NC(=O)CN1C(=O)C(c2ccc(F)cc2)=NC12CCCCC2	?	23.1µM*	-10.3%
C1=C(C(c2nnnn2C2CCCCC2)N2CCCCC2)COc2ccccc21 (centres undefined)	?	16.4µM*	-4.9%

Profiles, looked up by structure.
Cc1ccc(N2CCn3c2nc2c3c(=O)n(Cc3cccc(Cl)c3)c(=O)n2C)cc1C in the list: DT40 TDP1 CPT: ?; TDP1 cell noCPT: -20.7%; GCN5L2 inh: -8.4%
COc1cccc(CNS(=O)(=O)c2ccccc2Br)c1OC in the list: DT40 TDP1 CPT: ?; TDP1 cell noCPT: ?; GCN5L2 inh: .

The main list resumes, repeating the four entries before the break.
SMILES	DT40 TDP1 CPT	TDP1 cell noCPT	GCN5L2 inh
CCc1nc2ccc(C(=O)N3CCN(c4ccc(Cl)cc4)CC3)cc2nc1CC	?	?	-11.0%&-4.3%
CCOC(=O)C1=C(COC(=O)C2CC(=O)N(c3ccc(CC)cc3)C2)NC(=O)NC1C (centres undefined)	3.0%	-3.1%	-4.2%
COc1ccccc1NC(=O)CN1C(=O)C(c2ccc(F)cc2)=NC12CCCCC2	?	23.1µM*	-10.3%
C1=C(C(c2nnnn2C2CCCCC2)N2CCCCC2)COc2ccccc21 (centres undefined)	?	16.4µM*	-4.9%
CCN(CC)S(=O)(=O)c1cc(C(=O)Nc2cc(S(=O)(=O)N3CCOCC3)ccc2N2CCN(C)CC2)ccc1C	?	?	.
O=C(COc1ccccc1Cl)N1CCN(c2ccccn2)CC1	-12.8%	-15.2%	-7.3%
CN1CCN(C(=O)C2=C[C@H](c3csc4ccccc34)C[C@H](OCCCCO)O2)CC1	?	-6.0%	-4.0%
CN1CCC(C)(C(=O)Nc2cccc(Oc3ccccc3)c2)C1 (centres undefined)	-28.0%	?	.
COc1cc(C(C)=O)ccc1OCC(O)CN1CCN(c2c(C)cccc2C)CC1 (centres undefined)	-11.0%	?	0.4%
CCCCOc1ccc(NC(=O)CCSc2nccn2C)cc1	-23.2%	?	-3.0%
CCOC(=O)n1c2ccccc2c(=O)n1CCO	2.4%	-17.5%	.
Nc1ccn(Cc2ccccc2)n1	4.0%	2.9%	-6.2%
CC(=N\Nc1ccc(Cl)cc1)/C(=N/O)C(=O)Nc1ccccc1	-9.0%	-20.3%	-4.6%
CC(=O)c1c(C)cc(C)c(CSc2ccccn2)c1C	-8.8%	-18.8%	1.0%
Cc1cc2oc(C(=O)N(Cc3ccccc3)C3CCS(=O)(=O)C3)cc(=O)c2cc1Cl (centres undefined)	?	?	-4.2%
O=C(NCc1nc(-c2ccc(C(F)(F)F)cc2)no1)Nc1ccc(OC(F)(F)F)cc1	?	8.2µM*	-8.9%
O=C(Cc1c(F)c(F)c(F)c(F)c1F)Nc1nc(-c2ccccc2)cs1	?	16.4µM*	-14.5%
CN(C1CCCCC1)S(=O)(=O)c1ccc(C(=O)N2CCN(c3nc4ccccc4s3)CC2)cc1	23.1µM*	14.6µM*	21.2%
CCc1ccc(C(=O)CSc2nnc(C)c(=O)[nH]2)cc1	?	?	-7.7%
Cc1ccc(Cl)cc1N(C)C(=O)c1cc2ccc3cccnc3c2[nH]1	6.51µM*	8.2µM*	0.2%
Cc1cc(C)n2nc(C(=O)N3CCCC(Nc4ccc(C(C)C)cc4)C3)cc2n1 (centres undefined)	-4.1%	18.5%	-6.2%
NC(=O)c1cc([N+](=O)[O-])ccc1NCc1cccc(N)c1	-9.0%	-16.7%	-5.1%
Cc1cccc(C)c1-n1ncc(C(=O)NCCCN2CCC(C)CC2)c1C1CCN(C(=O)OC(C)(C)C)CC1	?	20.6µM*	-13.5%
O=C(NC1CC2CCCC(C1)N2S(=O)(=O)c1ccccc1)C1CCCCC1 (centres undefined)	?	?	-9.0%
COc1cccc(N=C2SC(C(=O)Nc3cccc(Cl)c3)CC(=O)N2C)c1 (centres undefined)	?	?	-1.5%
COC(=O)c1ccc2[nH]c(C(C)(C)O)c(C)c2c1	-26.9%	?	-1.7%
Cc1cc(C)cc(NC(=S)NN)c1	7.9%	-23.2%	-3.9%
Cc1ccc2nc(N(CCCN(C)C)C(=O)c3ccc4ncsc4c3)sc2c1	16.4µM*	?	-10.8%
COc1ccccc1OCC(=O)Nc1cc(S(=O)(=O)N2CCOCC2)ccc1N1CCCCC1	18.4µM*	14.6µM*	-5.9%

Only TDP1 cell noCPT and GCN5L2 inh (four entries from above):
smiles	TDP1 cell noCPT	GCN5L2 inh
CN(C1CCCCC1)S(=O)(=O)c1ccc(C(=O)N2CCN(c3nc4ccccc4s3)CC2)cc1	14.6µM*	21.2%
CCc1ccc(C(=O)CSc2nnc(C)c(=O)[nH]2)cc1	?	-7.7%
Cc1ccc(Cl)cc1N(C)C(=O)c1cc2ccc3cccnc3c2[nH]1	8.2µM*	0.2%
Cc1cc(C)n2nc(C(=O)N3CCCC(Nc4ccc(C(C)C)cc4)C3)cc2n1 (centres undefined)	18.5%	-6.2%

Additional records follow.
SMILES	DT40 TDP1 CPT	TDP1 cell noCPT	GCN5L2 inh
O=C(/C=C/c1ccc2c(c1)OCCO2)c1ccc(O)cc1	?	?	0.6%
CCOC(=O)c1ccc(NC(=O)CCn2c(=O)c3cccn3c3cccnc32)cc1	20.6µM*	?	-3.1%
C#CCOCCOCCOCCNc1nc(N2CCN(C(=O)C([C@@H](C)CC)n3cc(C(N)COC(=O)C(F)(F)F)nn3)CC2)nc(N2CCN(C(=O)[C@H](Cc3ccc(O)cc3)n3cc(C(N)[C@H](C)CC)nn3)CC2)n1 (some centres undefined)	-7.8%	7.4%	.
CN(C(=O)c1cccc(NC(=O)Cc2cccc(NC(=O)C3CCCN(C(=O)c4ccccc4)C3)c2)c1)C1CCC1 (centres undefined)	?	?	.
N#CC1=C(N)OC2=C(C(=O)CCC2)C1c1ccoc1 (centres undefined)	0.3%	-6.6%	-14.2%
CCOc1ccc2[nH]c3nc(SCC(=O)NCC4CCCO4)nnc3c2c1 (centres undefined)	1.2%	?	-4.8%
O=C(c1ccc(F)c(F)c1)N1CCOc2ccc(CN3CCN(CCO)CC3)cc2C1	21.5%	-11.3%	.
Fc1ccccc1N1CCN(C(c2ccncc2)c2nnnn2C2CCCC2)CC1 (centres undefined)	?	-22.2%	-4.3%
Cc1ccnc(SCC(=O)N2CCC(C(N)=O)CC2)n1	-4.4%	4.5%	-2.0%
COc1cc(NC(=O)CN(C)Cc2cccc(F)c2)c(C)cc1[N+](=O)[O-]	?	20.6µM*	-3.3%
COc1ccc(NC(=S)N2CCN(S(=O)(=O)c3ccc(F)cc3)CC2)cc1OC	-4.4%	-0.9%	2.5%
Cc1ccc(S(=O)(=O)N2CCN(Cc3cc(C(C)C)ccc3O)CC2)cc1	?	?	-7.3%
CCOC(=O)c1sc(NC(=O)c2c(CC)noc2C)nc1C	3.8%	-10.7%	-3.1%
CCc1ccc(CCC(=O)N2CCN(S(=O)(=O)c3sc(C(=O)O)c(C)c3C(=O)O)CC2)cc1	-11.5%	-3.4%	.
COc1ccc(NS(=O)(=O)c2ccc(OCC(=O)N3CCOCC3)cc2)cc1Cl	?	?	-14.8%
COc1ccc(S(=O)(=O)Oc2ccc3cccc(N)c3c2)cc1	?	?	.
Cc1ccccc1N1CCN(C2CCCN(C(=O)CCC(F)(F)F)C2)CC1 (centres undefined)	?	?	-7.4%
C=C(C)CNC(=S)N/N=C(\C)c1ccc(OC)cc1	3.66µM*	2.91µM*	-0.5%
CCNc1ncc2nc(-c3cc(F)cc(F)c3)c(=O)n(-c3ccc(OC)cc3)c2n1	7.0%	-7.6%	-1.4%
Oc1ccc2ccccc2c1C=NC1CCCCC1	?	-27.9%	-14.9%
Brc1cccc(-c2nc3c4ccccc4ccn3c2Cc2ccccc2)c1	20.6µM*	?	.
CCN(CC)Cc1c(O)ccc2occ(C(=O)c3ccccc3)c12	?	-13.2%	-7.7%
O=C(CCc1ccccc1)NNc1ccc(F)cc1	-27.2%	-26.9%	0.2%
CC1CCN(C(=O)CSCC(=O)O)CC1	1.2%	3.9%	-3.3%
COC(=O)[C@@H]1C[C@H](NC(=O)c2ccccc2C(F)(F)F)CN1Cc1cccc(O)c1	9.6%[9.04 µM]	-10.0%	.
(listing goes on)
SMILES	DT40 TDP1 CPT	TDP1 cell noCPT	GCN5L2 inh
CC1CCN(S(=O)(=O)c2cc3c4c(c2)CCN4C(=O)CC3)CC1	22.9%	-14.0%	-7.2%
CC(=O)c1ccc(Cc2ccc(C(C)=O)s2)s1	-24.9%	?	.
Cc1ccc(C)c(-c2csc(NC(=O)C3=COCCO3)n2)c1	20.6µM*	16.4µM*	-6.3%
O=C(COc1ccc(S(=O)(=O)NC2CCCCC2)cc1Cl)NCc1cccnc1	-10.1%	-19.2%	-5.7%
FC(F)(F)c1ccc(/C=N/N2CCN(Cc3cccc4ccccc34)CC2)cc1	?	?	-7.0%
CCC(=O)N1c2ccccc2CC1C(=O)NCc1ccc(OC(C)C)cc1 (centres undefined)	?	?	-7.9%
CC1(c2ccc3ccccc3c2)NC(=O)N(CC(=O)N2CCC(C(N)=O)CC2)C1=O (centres undefined)	1.6%	-9.7%	-2.9%
O=C(CSc1nc2ccccc2[nH]1)c1cccs1	-18.3%	-21.9%	-0.7%
O=C(Nc1cccc2c(=O)[nH][nH]c(=O)c12)c1ccc([N+](=O)[O-])cc1	8.2µM*	-17.4%	.
Cc1noc(C)c1S(=O)(=O)N1CCCC(C(=O)c2cccc(OC(C)C)c2)C1 (centres undefined)	1.7%	?	-4.7%
Cn1c(=O)n(CCc2ccccc2)c(=O)c2c1nc1n2CCN1c1ccc(Cl)cc1	-7.3%	-13.1%	-5.0%
Cc1ccc(N2CCN(C(=O)NC3CCCCC3)CC2)c(C)c1	?	?	-1.7%
O=C(Nc1ccc2c(c1)OCO2)Nc1ccccc1F	9.2µM*	5.8µM*	-5.6%
CS(=O)(=O)N1N=C(c2ccco2)CC1c1cccc([N+](=O)[O-])c1 (centres undefined)	-4.8%	-0.2%	13.6%
CN(c1ccccc1)c1nc(N)c([N+](=O)[O-])c(NCc2ccco2)n1	3.3%	-21.3%	-6.4%
